PPARg SRC-3 ag = PPARgamma-driven SRC-3 recruitment agonism. 200,000 tested, 0.26% active. biochemical PPARgamma/SRC-3 coactivator recruitment assay. AID 731. activation, % at 8 µM. P37231; in the data active = activation above about 23%;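 note: 0% = DMSO and 100% = reference agonist; some compounds past the cut are filed as inactive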
PMI act hi M6P = increases human PMI activity with near-saturating mannose 6-phosphate. activation factor at 20 µM. 190,000 tested, 0.34% active. P34949. coupled PMI enzyme assay, resazurin fluorescence, 20 min; stronger effect = higher value; 1 = untreated enzyme, 0 = substrate-free blank;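 active = activation factor of 2 or more at 20 µM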
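Test system: Human PMI in coupled enzyme assay | Input: 15 ng/mL PMI | Medium: HEPES-buffered pH 7.4 with magnesium and detergent | Compound: One concentration, 20 µM, in 1% DMSO | Incubation: Enzyme reaction with compound 20 min at room temperature | Detection: Diaphorase-driven resazurin-to-resorufin fluorescence, excitation 544, emission 590 nm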
Diaph inh CS = diaphorase inhibition or chemical oxidation counter-screen; AID 1217; 190,000 tested, 0.69% active; inhibition, % at 20 µM; diaphorase resazurin-to-resorufin fluorescence, NADH, 16 min; bacterial (C. kluyveri) enzyme, not human;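 active = primary screen inhibition at 20 µM above a set limit, cut at about 50% in these data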;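 note: plate controls were DMSO with full reaction for no effect and wells lacking NADH for full effect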
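material = Clostridium kluyveri diaphorase enzyme | amount = 0.14 U/mL diaphorase, enzyme working solution | schedule = incubation 16 min, room temperature | detection = fluorescence of resorufin formed from resazurin, Ex 544/Em 590 nm | benchmarks = positive control minus NADH, DMSO neutral control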
PMI act = increases human mannose-6-phosphate isomerase activity. AID 1214. activation factor at 20 µM. 190,000 tested, 0.005% active. P34949. purified human PMI, coupled resazurin fluorescence, 20 min; stronger effect = higher value; 1 = vehicle control, 0 substrate-free wells;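 active = activation factor of 2 or more at 20 µM, relative to plate controls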
TR-FRET SRC-2 ct = counter-screen for PPARgamma SRC-2 recruitment agonists: TR-FRET artefact; stronger effect = higher value; TR-FRET ratio at 8 µM; 200,000 tested, 0.4% active; AID 1049; in the data active = TR-FRET ratio above about 2000; note: inactives centre near 1500
S1P3 antagonist = S1P3 (human) receptor antagonism; Q99500; CHO S1P3 NFAT-BLA reporter, FRET fluorescence, antagonist mode; inhibition, % at 4.98 µM; 170,000 tested, 0.27% active; AID 485;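 active = inhibition above the plate cutoff, the mean inhibition of test wells on that plate plus 3 SD, cut at about 28% in these data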;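 note: cells challenged with S1P at its EC80 of 0.8 µM; blue over green emission ratio from cleaved BLA substrate after 4 h stimulation; 0% = S1P-stimulated wells and 100% = unstimulated DMSO-only wells; some compounds past the cut are filed as inactive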
Target sequence (Q99500 whole entry, looked up): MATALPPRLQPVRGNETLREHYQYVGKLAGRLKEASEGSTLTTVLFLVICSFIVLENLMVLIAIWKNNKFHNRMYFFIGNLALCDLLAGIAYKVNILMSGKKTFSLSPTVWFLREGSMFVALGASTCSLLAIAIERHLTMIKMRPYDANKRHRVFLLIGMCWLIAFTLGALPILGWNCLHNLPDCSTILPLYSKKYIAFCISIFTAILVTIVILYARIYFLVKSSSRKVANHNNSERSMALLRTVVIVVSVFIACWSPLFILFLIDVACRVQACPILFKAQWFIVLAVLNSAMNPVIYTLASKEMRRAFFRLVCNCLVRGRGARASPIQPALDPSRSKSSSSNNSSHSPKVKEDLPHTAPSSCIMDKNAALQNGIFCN
PPARg SRC-1 ag = promotes SRC-1 coactivator recruitment by human PPARgamma; 200,000 tested, 0.41% active; activation, % at 8 µM; P37231; PPARgamma-SRC-1 coactivator recruitment biochemical assay; in the data active = activation above about 19%;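 note: 0% = DMSO and 100% = reference agonist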
PPARg SRC2 recr = promotes SRC-2 coactivator recruitment by human PPARgamma. AID 1032. PPARgamma LBD-SRC-2 recruitment, biochemical. activation, % at 8 µM. 200,000 tested, 0.34% active. P37231; in the data active = activation above about 22%;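 note: 0% = vehicle and 100% = reference agonist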
Diaph act CS = counter-screen for diaphorase-based assays: diaphorase activators and chemical reducers. activation factor at 20 µM. Diaphorase/resazurin coupled assay, resorufin fluorescence, 16 min; stronger effect = higher value; 1 = vehicle wells, 0 = NADH-free wells. AID 1229. 190,000 tested, 0.005% active;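 active = diaphorase activity raised at least twofold by the compound at 20 µM; inactive = activation factor below 2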
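Material: Purified diaphorase enzyme from Clostridium kluyveri | Buffer or medium: 50 mM HEPES pH 7.4 with 4.542 mM MgCl2, 0.005% Tween 20 | Times: 16 min enzyme reaction, ambient temperature | Signal: Red resorufin fluorescence at 544/590 nm excitation/emission | Measure: Increased resorufin signal from activators or reducing compounds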
ROMK mod = modulators of human ROMK potassium channel. AID 1918. B-score at 10 µM. 130,000 tested, 2% active. P48048. Tet-inducible ROMK, thallium flux fluorescence; actives lie on both sides;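 active = signal ratio slope over the read window, or its plate-corrected B-score, at least 3 SD from the plate mean, either direction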;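 note: B-score of the F/F0 ratio slope over 7 to 12 s after thallium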
Target sequence (P48048 whole entry, looked up): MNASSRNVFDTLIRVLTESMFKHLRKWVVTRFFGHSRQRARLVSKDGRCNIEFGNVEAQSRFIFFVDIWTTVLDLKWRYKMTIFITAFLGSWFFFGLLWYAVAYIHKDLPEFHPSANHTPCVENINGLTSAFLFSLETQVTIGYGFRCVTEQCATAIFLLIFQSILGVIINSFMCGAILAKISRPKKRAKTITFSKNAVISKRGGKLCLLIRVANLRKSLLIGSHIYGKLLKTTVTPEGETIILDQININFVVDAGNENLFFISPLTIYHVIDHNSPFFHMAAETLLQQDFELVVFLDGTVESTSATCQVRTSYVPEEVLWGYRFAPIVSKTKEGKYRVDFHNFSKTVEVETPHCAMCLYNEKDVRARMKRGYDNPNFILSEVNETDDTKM
G6PDH CS = inhibits Leuconostoc G6PDH, flagging false hits in G6PDH-based assays; Purified L. mesenteroides G6PDH, diaphorase/resazurin coupled fluorescence, 45 min; 200,000 tested, 0.12% active; inhibition, % at 5 µM; in the data active = inhibition above about 50%
* marks the source's active call; other numbers are inactive results; . = no result given.

1) Cc1cccc2[nH]c(CN(C)C(=O)CC3C(=O)NCCN3CC(C)(C)C)nc12 (stereo not given)
2) CC(=O)Nc1ccccc1NS(=O)(=O)c1ccc(Cl)cc1
3) COc1cccc2cc(C(=O)Nc3ccc(F)cc3)c(=Nc3ccc(C(=O)O)cc3)oc12
4) c1ccc(-c2nnc(-c3ccco3)o2)cc1
5) C[N+](C)(C)CC/C=C1/c2ccccc2CSc2ccccc21
6) Cn1c2ccccc2c2cc(C(=O)O)ccc21
7) Cc1ccc(S(=O)(=O)N(CC(=O)N/N=C/c2cccc3c2OCCO3)c2ccccc2F)cc1
8) CC1(C)CC(=O)c2cc(C(=O)NC3CCSC3=O)c(=O)n(-c3ccc(Cl)cc3)c2C1 (stereo not given)
Compound	1	2	3	4	5	6	7	8
ROMK mod	-0.549	0.00568	0.25	.	.	-0.638	0.066	0.673
S1P3 antagonist	-4.2	.	9.9	0.9	.	.	.	-5.5
PMI act	0.9	1.1	1	1	0.8	1	1.1	1
G6PDH CS	6.3	1.1	0.2	10.3	6.6	6.2	0.6	4.9
PMI act hi M6P	0.8	1.1	1.1	1.1	0.9	1.1	1	0.9
PPARg SRC-1 ag	8.3	-2.0	4.8	8.5	3.6	-2.4	6.0	1.4
PPARg SRC2 recr	4.2	1.1	9.7	-0.8	-3.3	3.6	8.0	9.7
Diaph act CS	0.9	1	0.4	1.1	1	0.8	0.9	0.9
Diaph inh CS	13.3	1.2	61.9*	-9.2	-4.4	17.0	9.4	9.8
TR-FRET SRC-2 ct	1582	1489	1576	1403	1450	1489	1642	1570
PPARg SRC-3 ag	-2.0	-2.4	7.5	-0.1	8.3	-0.6	-2.7	2.3

Part of the list above in order of formula weight, ascending:
5) C[N+](C)(C)CC/C=C1/c2ccccc2CSc2ccccc21
8) CC1(C)CC(=O)c2cc(C(=O)NC3CCSC3=O)c(=O)n(-c3ccc(Cl)cc3)c2C1 (stereo not given)
7) Cc1ccc(S(=O)(=O)N(CC(=O)N/N=C/c2cccc3c2OCCO3)c2ccccc2F)cc1
Compound	5	8	7
ROMK mod	.	0.673	0.066
S1P3 antagonist	.	-5.5	.
PMI act	0.8	1	1.1
G6PDH CS	6.6	4.9	0.6
PMI act hi M6P	0.9	0.9	1
PPARg SRC-1 ag	3.6	1.4	6.0
PPARg SRC2 recr	-3.3	9.7	8.0
Diaph act CS	1	0.9	0.9
Diaph inh CS	-4.4	9.8	9.4
TR-FRET SRC-2 ct	1450	1570	1642
PPARg SRC-3 ag	8.3	2.3	-2.7

Other records:
9) COc1ccc(Cn2c(=O)[nH]c3cc(C(=O)NCCCN4CCCC4=O)ccc3c2=O)cc1
10) COc1ccc(CNC(=O)C2CCN(S(=O)(=O)N3CCOCC3)CC2)cc1
11) CCCCn1c(SCC(=O)N(C)C)nnc1-c1ccncc1
12) COc1cc(-n2c(=O)c3ccccc3n(Cc3ccccc3)c2=O)cc(OC)c1OC
13) Cc1ccc(-n2ncc3c(=O)n(CC#N)cnc32)cc1
14) COc1cc(NC(=S)NC(=O)c2cccs2)ccc1NC(=O)C(C)C
15) Cc1cc(Cl)cc(Cl)c1CNc1c([N+](=O)[O-])c(=O)oc2ccccc12
16) COC(=O)c1sc(S(=O)(=O)N2CCCCC2C(=O)O)c(C(=O)OC)c1C (stereo not given)
Compound	9	10	11	12	13	14	15	16
ROMK mod	.	0.0604	-0.52	.	.	0.0689	-0.000586	1.75
S1P3 antagonist	.	-12.7	-11.8	.	-12.2	6.6	11.8	.
PMI act	1.1	1.1	1.1	1	1	0.9	1	1
G6PDH CS	6.2	4.1	11.5	5.4	6.0	3.8	-0.9	-4.2
PMI act hi M6P	1	1.1	1.1	1.1	1	0.9	1	0.9
PPARg SRC-1 ag	8.3	-3.6	3.0	4.3	-0.3	16.9	-2.9	0.5
PPARg SRC2 recr	2.9	0.1	10.1	18.7	3.6	-0.2	-7.2	5.8
Diaph act CS	1.1	1	1.2	1	0.9	0.9	0.9	0.8
Diaph inh CS	-8.4	4.7	-17.6	0.0	11.7	13.3	9.6	15.0
TR-FRET SRC-2 ct	1603	1439	1709	1709	1586	1440	1458	1660
PPARg SRC-3 ag	-3.4	-8.3	4.2	22.7	0.0	3.6	0.6	-1.2

17) O=C(CSC1=NCCS1)c1ccc(Cl)cc1
18) COc1ccc(Cn2c(O)c(C=Nc3ccc(OC)cc3)c3ccccc3c2=O)cc1
19) Cc1cccc(C)c1NC(=O)CN1N=NC2C(=O)N(c3cccc(Cl)c3)C(=O)C21 (stereo not given)
20) CCn1c2ccccc2c2cc(C3C(C#N)=C(N)Oc4n[nH]c(COC)c43)ccc21 (stereo not given)
21) COc1ccc(CCNC(=O)C2CCCCC2C(=O)O)cc1OC (stereo not given)
22) O=C(NC1CCCCC1)C(c1ccco1)N(CCc1ccccc1)C(=O)C(F)(F)F (stereo not given)
23) CNc1ccc(Br)cc(C(=O)/C=C/c2ccc(Cl)cc2Cl)c1=O
24) Cc1noc(C)c1COC(=O)c1ccc2c(c1)OCCO2
Compound	17	18	19	20	21	22	23	24
ROMK mod	-0.452	.	0.0284	.	.	-0.27	-0.221	.
S1P3 antagonist	5.5	-7.2	-3.9	-26.7	14.0	.	2.5	7.9
PMI act	1	0.8	0.9	0.6	1	1	0.8	0.9
G6PDH CS	-0.8	0.9	5.1	10.2	-0.3	3.3	34.3	5.4
PMI act hi M6P	1.2	0.8	1	0.7	1	1	0.8	0.9
PPARg SRC-1 ag	0.7	-1.1	-10.2	0.0	5.1	-2.1	6.0	-5.1
PPARg SRC2 recr	3.5	1.8	-10.5	8.3	-5.1	4.6	3.5	0.9
Diaph act CS	1	0.7	0.9	0.6	0.9	0.9	0.2	0.8
Diaph inh CS	4.8	26.5	14.5	35.4	9.0	14.9	84.8*	22.8
TR-FRET SRC-2 ct	1805	1602	1445	1574	1432	1611	1605	1472
PPARg SRC-3 ag	1.4	-7.3	3.7	2.4	-4.4	10.3	3.6	0.5

25) CCCNC(=O)c1nc(C)n(-c2cc(Cl)cc(Cl)c2)n1
26) CCCN(CCC)C(=O)CSc1nc2n[nH]c(C)c2c(=N)n1-c1ccc(OC)cc1
27) O=C(Nc1ccc(C(F)(F)F)cc1)c1cc(S(=O)(=O)NCC2COc3ccccc3O2)ccc1F (stereo not given)
28) CCOC(=O)c1cnc2ccccc2c1Nc1ccc(C(=O)O)cc1
29) COc1ccccc1NC(=O)COC(=O)c1cnccn1
30) CCOC(=O)c1sc(NC(=O)CSc2ncccn2)c(C#N)c1C
31) O=C1c2ccccc2C(=O)c2c1cccc2N1CCN(CCO)CC1
32) COc1cc(C2c3c(-c4ccccc4)n[nH]c3C(=O)N2c2ccc(C(=O)O)cc2)ccc1O (stereo not given)
Compound	25	26	27	28	29	30	31	32
ROMK mod	0.34	-0.701	-0.686	-0.483	.	.	-0.676	.
S1P3 antagonist	2.7	4.3	-7.6	-3.8	.	-16.7	.	.
PMI act	1	0.9	0.8	1.1	1	0.9	1.1	1
G6PDH CS	11.5	2.0	-5.6	0.6	1.4	7.6	1.5	5.0
PMI act hi M6P	1	1	0.8	1	1	1	0.9	1.1
PPARg SRC-1 ag	7.2	3.2	-5.5	1.6	-1.5	-1.9	14.0	3.4
PPARg SRC2 recr	0.1	1.6	1.8	-1.7	3.5	-0.3	9.6	6.2
Diaph act CS	1	1	0.8	0.8	0.9	0.9	0.9	1
Diaph inh CS	-0.4	3.5	20.9	16.7	8.0	12.5	7.4	-1.0
TR-FRET SRC-2 ct	1390	1758	1449	1571	1614	1503	1600	1707
PPARg SRC-3 ag	2.0	4.0	0.2	2.4	3.3	-4.3	17.1	3.5

33) CC1=C(C(=O)N2CCCC(CCC(=O)NCc3ccc(F)c(F)c3)C2)OCCO1 (stereo not given)
34) O=C1C(=O)N(CNc2cccnc2)c2ccccc21
35) CCSc1nnc(NC(=O)CSc2nnc(Cc3cccn3C)n2CCc2ccccc2)s1
36) CCc1cc(C(=O)OC)c(NC(=O)CC2NCCNC2=O)s1 (stereo not given)
37) CC(C)OC(=O)CC(=O)c1sc2nc3c(cc2c1N)CN(C)CC3
38) CCOc1ccc(-n2c(SC)nc3c(c2=O)SCC3)cc1
39) CCCCOc1ccc(CNC(=S)N/N=C/c2ccc(OC)c(OC)c2)cc1
40) CC12C=CC3(CN(Cc4ccccc4)C(=O)C3C1C(=O)NCc1ccco1)O2 (stereo not given)
Compound	33	34	35	36	37	38	39	40
ROMK mod	-0.131	.	.	-0.13	0.0804	-0.0314	.	.
S1P3 antagonist	-23.6	-0.6	11.3	-12.3	-14.1	.	.	.
PMI act	1.1	0.8	1	0.9	1.6	0.9	1	1
G6PDH CS	10.0	26.8	-1.8	1.5	8.0	5.9	-5.4	2.2
PMI act hi M6P	1.1	0.7	1	1	1.5	1	1	1
PPARg SRC-1 ag	-11.5	2.8	0.5	4.7	-1.6	-5.4	1.6	-1.8
PPARg SRC2 recr	-2.8	-3.3	-2.0	-2.3	1.4	-1.8	-1.0	0.4
Diaph act CS	1.1	0.9	0.8	0.9	0.8	0.8	1.1	0.9
Diaph inh CS	-12.6	13.5	20.5	9.6	17.9	20.3	-9.4	11.4
TR-FRET SRC-2 ct	1164	1318	1308	1384	1480	1815	1428	1800
PPARg SRC-3 ag	-3.9	-2.4	-7.9	-1.0	-4.3	1.5	-4.0	1.0

41) O=C(O)COC(=O)C1C(c2ccccc2)C(C(=O)O)C1c1ccccc1 (stereo not given)
42) Cc1ccnc(NC(=O)CCC2CCCCC2)c1
43) COc1ccc(-c2nc(SC)n(C(=O)c3ccco3)n2)cc1
44) O=c1c2cn[nH]c2[nH]c(=S)n1-c1ccccc1
45) C#CCOCCOCCOCCNc1nc(N2CCN(C(=O)[C@H]([C@@H](C)CC)n3cc([C@@H](N)Cc4ccc(O)cc4)nn3)CC2)nc(N2CCN(C(=O)[C@H](Cc3cc4ccccc4[nH]3)n3cc([C@@H](N)C(C)CC)nn3)CC2)n1 (stereo not given in full)
46) O=C(c1cccc(Cl)c1)C1CCCN(Cc2ccc(N3CCNC3=O)cc2)C1 (stereo not given)
Compound	41	42	43	44	45	46
ROMK mod	1.25	.	0.178	-0.132	.	-0.329
S1P3 antagonist	-0.2	8.4	10.9	.	-8.3	4.2
PMI act	1.2	1	0.9	1	1.1	0.9
G6PDH CS	7.2	0.1	-11.2	7.3	5.8	1.7
PMI act hi M6P	1.1	1	1	1	1	1
PPARg SRC-1 ag	5.6	-5.6	1.3	-0.8	6.7	7.3
PPARg SRC2 recr	-0.3	7.8	4.3	10.7	6.1	2.2
Diaph act CS	1.1	0.9	1	0.4	1.4	0.8
Diaph inh CS	-8.5	11.6	1.3	60.6*	-39.7	20.5
TR-FRET SRC-2 ct	1591	1488	1541	1505	1648	1612
PPARg SRC-3 ag	0.1	0.8	-1.3	5.6	2.1	4.0
